Screening data as filed in PubChem BioAssay.
Rpn11 inh – Rpn11 (PSMD14) deubiquitinase inhibitors, primary screen, biochemical, fluorescence polarization, uHTS; 26S proteasome non-ATPase regulatory subunit 14 (Homo sapiens), O00487; human 26S proteasome, Ub4-pepOG fluorescence polarization; 20S core pre-blocked with epoxomicin; AID 588493, 2011; calls only at 20 µM; 360,000 tested, 0.59% active;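 active means inhibition at 20 µM, scaled to each plate's controls, above about 33%, limit read from the data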
eLon inh – inhibitors of E. coli Lon protease, primary screen, biochemical, fluorescence polarization; P0A9M0; purified E. coli Lon protease; inhibition, % at 7.94 µM; 360,000 tested, 0.42% active; in the data active means inhibition above about 13%, passing the limit was not always enough;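 further: 0% = enzyme with probe and DMSO and 100% = no enzyme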
MT1-MMP act inh – blockers of MT1-MMP proenzyme processing, primary screen, HT1080 RFP-PRO-GFP cells, GFP/RFP fluorescence. AID 651647, 2012. GFP/RFP ratio change, % at 20 µM. Matrix metalloproteinase-14 (Homo sapiens), P50281. GFP/RFP ratio fluorescence, overnight; percent of plate control window, DMSO zero. 360,000 tested, 0.061% active;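 active means GFP/RFP ratio change of at least 30% with cell ATP level not reduced by more than half and red fluorescence within 50% of control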; further: strong numbers were not always called active
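Read-out: GFP/RFP fluorescence ratio; Test system: RFP-PRO-GFP reporter HT1080 cells; Compound dosing: single-point 20 µM compound, 1% DMSO; Times: overnight compound exposure at 37 °C.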
bovine MsrA act – bovine MsrA enzyme activators, primary screen, biochemical, absorbance, HTS; activation, % at 10.6 µM; 360,000 tested, 0.3% active; Methionine sulfoxide reductase A (Bos taurus); purified bovine MsrA, absorbance read-out; AID 602163, 2012; in the data active means activation above about 7.5%;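 further: 0% = vehicle and 100% = reference activator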
PABP1 MLLE inh – inhibitors of PABP1 MLLE–PAM2 peptide binding, primary screen, biochemical, fluorescence polarization, FITC-PAM2, GST-MLLE; Polyadenylate-binding protein 1 (Homo sapiens), P11940; inhibition, % at 20 µM; 360,000 tested, 0.36% active; AID 588489, 2011; in the data active means inhibition above about 35%, passing the limit was not always enough;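 further: plate controls were DMSO wells with GST-MLLE for no effect and wells lacking GST-MLLE protein for full effect; some results filed as inactive read as strong as hits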
Target sequence (P11940 whole entry, looked up): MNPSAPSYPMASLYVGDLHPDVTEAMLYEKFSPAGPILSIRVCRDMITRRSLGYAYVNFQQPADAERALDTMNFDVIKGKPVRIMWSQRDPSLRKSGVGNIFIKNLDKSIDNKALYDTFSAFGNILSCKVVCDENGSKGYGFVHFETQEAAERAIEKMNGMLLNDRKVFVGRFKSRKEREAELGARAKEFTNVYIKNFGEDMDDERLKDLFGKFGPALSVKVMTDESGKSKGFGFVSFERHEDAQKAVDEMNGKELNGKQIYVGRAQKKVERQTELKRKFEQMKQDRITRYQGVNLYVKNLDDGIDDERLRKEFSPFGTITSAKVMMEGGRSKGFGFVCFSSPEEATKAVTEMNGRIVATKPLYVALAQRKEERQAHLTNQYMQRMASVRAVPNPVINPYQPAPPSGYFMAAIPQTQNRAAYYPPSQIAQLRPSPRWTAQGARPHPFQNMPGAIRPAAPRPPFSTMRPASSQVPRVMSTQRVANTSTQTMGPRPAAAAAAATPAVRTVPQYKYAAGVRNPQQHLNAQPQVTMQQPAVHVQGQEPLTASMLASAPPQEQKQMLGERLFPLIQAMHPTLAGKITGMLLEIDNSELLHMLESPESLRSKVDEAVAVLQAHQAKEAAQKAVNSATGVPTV
MsrA inh – bovine MsrA enzyme inhibitors, primary screen, biochemical, absorbance, HTS | purified bovine MsrA, absorbance read-out | 360,000 tested, 0.75% active | inhibition, % at 15.5 µM | Methionine sulfoxide reductase A (Bos taurus) | AID 651718, 2012; in the data active means inhibition above about 4.5%;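 further: 0% = vehicle wells with enzyme and 100% = reference inhibitor wells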
CSN deneddyl inh – inhibitors of CSN-mediated cullin deneddylation, primary screen, biochemical, fluorescence polarization, uHTS; 360,000 tested, 0.38% active; COP9 signalosome complex subunit 5 (Homo sapiens), Q92905; Purified CSN, SCF-Nedd8-OG deneddylation; inhibition, % at 12.5 µM;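 active means pattern-corrected inhibition above about 35%, with an unprinted fluorescence ratio check between 0.5 and 1.5, limit read from the data, passing the limit was not always enough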;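 further: 0% = enzyme with substrate and 100% = substrate without enzyme; some results filed as inactive read as strong as hits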
Target sequence (Q92905 whole entry, looked up, one chain of several): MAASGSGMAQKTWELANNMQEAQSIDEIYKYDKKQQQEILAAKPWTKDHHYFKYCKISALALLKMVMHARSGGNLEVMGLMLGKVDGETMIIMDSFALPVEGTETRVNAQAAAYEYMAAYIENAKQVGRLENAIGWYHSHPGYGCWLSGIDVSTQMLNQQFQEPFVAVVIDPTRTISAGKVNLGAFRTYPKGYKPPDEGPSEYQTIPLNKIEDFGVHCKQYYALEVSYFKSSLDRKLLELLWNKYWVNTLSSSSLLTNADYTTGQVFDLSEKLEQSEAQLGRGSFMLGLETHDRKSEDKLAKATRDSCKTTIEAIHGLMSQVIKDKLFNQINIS
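Assay system: purified human Csn5 enzyme expressed in HEK293T cells; measure: % inhibition; also added: SCFSkp2-Nedd8OG substrate at 10 nM final; technique: fluorescence polarization; times: reaction 90 min, room temperature; medium: Tris buffer pH 7.5, NaCl, DTT, Tween-20, trehalose, ovalbumin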
Rin1 Abl inh – inhibitors of Rin1-Abl protein binding, primary screen, biochemical, TR-FRET. Tyrosine-protein kinase ABL1 (Homo sapiens) + Ras and Rab interactor 1 (Homo sapiens), …. inhibition, % at 7.35 µM. 360,000 tested, 0.4% active. AID 588664, 2011; in the data active means inhibition above about 5%, passing the limit was not always enough
FAS TE block – FAS thioesterase domain inhibitors, primary screen, biochemical, fluorescence intensity, uHTS; Fatty acid synthase (Homo sapiens), P49327; 360,000 tested, 0.67% active; recombinant FAS-TE, OMFH fluorogenic substrate, fluorescence endpoint; inhibition, % at 15 µM;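 active means compounds whose normalised, plate-corrected inhibition of enzyme fluorescence in the single-dose primary screen is 50% or more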;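 further: 0% = DMSO with enzyme and 100% = substrate without enzyme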
Active calls of the source: *; i = inactive; x = no result given; + = active, no number.

The first three records, ahead of the listing:
SMILES | Rpn11 inh | eLon inh | MT1-MMP act inh | bovine MsrA act | PABP1 MLLE inh | MsrA inh | CSN deneddyl inh | Rin1 Abl inh | FAS TE block
CCOC(=O)N1CCN(C(=O)C(C)c2ccc([N+](=O)[O-])cc2)CC1 (configuration not stated) | i | 1 | 0 | -2 | 13 | 0.6 | -1 | -3 | -1
CCC(C)c1ccccc1NC(=O)CN(C)CCOc1ccc(Cl)cc1 (configuration not stated) | i | 8 | -8 | -1 | -8 | -0.1 | 1 | -1 | 22
C=CCOC(=O)Nc1c(C(=O)OC)[nH]c2ccccc12 | i | -5 | 0 | -3 | 10 | 2.4 | -1 | -2 | -4

The whole of this part, from the start:
SMILES | Rpn11 inh | eLon inh | MT1-MMP act inh | bovine MsrA act | PABP1 MLLE inh | MsrA inh | CSN deneddyl inh | Rin1 Abl inh | FAS TE block
CCOC(=O)N1CCN(C(=O)C(C)c2ccc([N+](=O)[O-])cc2)CC1 (configuration not stated) | i | 1 | 0 | -2 | 13 | 0.6 | -1 | -3 | -1
CCC(C)c1ccccc1NC(=O)CN(C)CCOc1ccc(Cl)cc1 (configuration not stated) | i | 8 | -8 | -1 | -8 | -0.1 | 1 | -1 | 22
C=CCOC(=O)Nc1c(C(=O)OC)[nH]c2ccccc12 | i | -5 | 0 | -3 | 10 | 2.4 | -1 | -2 | -4
Cc1ccc(CNC(=O)CCOc2ccc(C(C)(C)C)cc2)cc1 | i | 9 | -2 | -5 | -58 | 1.1 | -8 | -1 | 4
CCCn1nnc(NC(=O)c2ccc3ccccc3c2)n1 | i | -5 | 5 | -4 | 5 | 0.2 | -7 | 6 | 1
Cn1c(=O)n(C)c2cc([N+](=O)[O-])c(N3CCN(C(=O)c4ccccc4Cl)CC3)cc21 | i | 1 | 1 | -3 | -8 | 0.6 | 1 | -8 | 0
O=C(COC(=O)Cc1c(Cl)cccc1Cl)NCCC1=CCCCC1 | i | -12 | 2 | 0 | -8 | 0.2 | -4 | 3 | -1
COC(=O)c1c(C)oc2ccc(N(C(=O)c3ccncc3)S(=O)(=O)c3ccc(C)cc3)cc12 | i | -2 | -2 | -1 | 4 | x | 9 | 2 | 20
O=C(Nc1ccc2ccccc2c1)c1cccc([N+](=O)[O-])c1 | i | -10 | -3 | -1 | -3 | 0.4 | 4 | -2 | 33
CCO[C@H]1OC(C(N)=O)=C[C@@H](C)[C@@H]1CCCO | i | -9 | 1 | -1 | -2 | -0.1 | -4 | 1 | -11
COc1ccccc1N1CCN(C(=O)CN2C(=O)C3CCCCC3C2=O)CC1 (configuration not stated) | i | 7 | 0 | -4 | -4 | -1.0 | -8 | -2 | -4
COc1ccc(CNCc2cc(Cl)ccc2O)cc1 | i | 19 | -4 | -12 | -20 | 0.2 | 0 | 2 | -7
O=c1[nH]c2cc3c(cc2cc1CN(Cc1ccco1)C(=S)NCC1CCCO1)OCCO3 (configuration not stated) | i | 3 | -7 | -6 | -130 | 0.5 | 8 | 0 | -4
CCOC(=O)N1CCN(S(=O)(=O)c2ccc(OC)c3ccccc23)CC1 | i | -5 | -3 | 2 | 0 | -0.7 | -3 | -2 | 9
O=C(CCc1ccccc1)NNC(=O)c1ccccc1C(=O)O | i | -9 | 2 | -3 | 5 | -0.5 | -9 | -2 | -10
CC12CCC(=O)N1C(C(=O)Oc1cccc(F)c1)CS2 (configuration not stated) | i | -15 | 0 | -5 | -1 | 0.5 | -4 | -3 | -6
COc1cc(Nc2ncc3c(n2)CCN(C(=O)Nc2ccc(C(C)C)cc2)C3)cc(OC)c1OC | i | 2 | -8 | -1 | 15 | 1.7 | -2 | -4 | 9
CCOc1ccc(C(C)=O)cc1COC(=O)CN1C(=O)NC2(CCCC2)C1=O | i | 0 | 6 | -2 | -35 | 0.3 | -2 | 1 | -4
CS(=O)(=O)N(CC(=O)NC1CC1)C1CCCCC1 | i | -9 | 0 | -4 | 6 | -0.1 | -12 | 3 | -8
CC(C)c1ccc(N(CC(=O)O)S(=O)(=O)c2cccnc2)cc1 | i | -6 | 1 | -4 | -8 | 0.3 | -2 | 3 | -6
Cc1ccc(C2CC(c3ccc(C)cc3)n3nc(N)nc3N2)cc1 (configuration not stated) | i | -3 | 5 | -1 | -5 | 1.0 | 1 | 2 | -2
CN(C)S(=O)(=O)c1cccc(NC(=O)CN(CCO)CC(=O)Nc2cccc(S(=O)(=O)N(C)C)c2)c1 | i | -5 | 0 | 1 | -38 | 0.0 | -2 | 0 | -6
Cc1nc2cc3ccccc3cc2s1 | i | -1 | 0 | -4 | -22 | 0.2 | 0 | 0 | -1
COc1cccc(/C=N/n2c(-c3cc(C)[nH]n3)n[nH]c2=S)c1O | i | 3 | x | -5 | -7 | 0.2 | -5 | -2 | -4
COc1ccc(-c2coc3cc(O)ccc3c2=O)cc1O | i | 13 | -2 | -3 | -6 | 2.1 | 0 | -1 | 2
COc1ccc(CCNC(=O)C2CCCN2C(=O)Nc2ccc(F)cc2)cc1OC (configuration not stated) | i | -13 | 1 | 0 | 9 | -1.1 | 1 | 1 | -7
COc1ccc(C2CC(c3ccc(Br)cc3)=NN2C(=O)CSC2=NCCS2)cc1 (configuration not stated) | i | -5 | -5 | -1 | 4 | 1.5 | 1 | 2 | 25
Cc1ccc(OCC(=O)NNC(=O)c2cccnc2)cc1 | i | 0 | 3 | -7 | 0 | -0.5 | 4 | 1 | -9
C=CCOC(=O)C1=C(C)NC(=S)NC1/C=C/c1ccccc1 (configuration not stated) | i | -1 | -5 | -14 | -115 | 1.5 | 3 | -4 | -3
CC1CN(S(=O)(=O)c2cccc(C(=O)NNC(=O)C(C)Oc3ccccc3F)c2)CC(C)O1 (configuration not stated) | i | 5 | 3 | -1 | 13 | 1.1 | -6 | 5 | -2
O=C(N=C1SC2CS(=O)(=O)CC2N1c1ccccc1)c1cccc([N+](=O)[O-])c1 (configuration not stated) | i | 8 | -4 | -6 | 1 | -1.4 | -1 | -1 | 15
Cc1ccc(C2=NN(C(=O)CCC(=O)O)C(c3cccc([N+](=O)[O-])c3)C2)cc1 (configuration not stated) | i | -9 | -2 | 0 | -1 | 0.7 | -6 | 3 | -1
Cc1noc(C)c1-c1ccc(C(=O)NCC(C)C)c2occc12 | i | 1 | 12 | 2 | 14 | -0.5 | -3 | 2 | -8
O=C(CSc1nc(C2CC2)nc2ccccc12)Nc1ccccc1Cl | i | 0 | -9 | -1 | 5 | -0.3 | 7 | 1 | -3
CC(C)Oc1cccc(NC(=O)C2(C)CCCN2C(=O)C(C)C)c1 (configuration not stated) | i | -5 | 0 | 3 | 6 | 1.0 | -1 | 2 | -6
Cc1cc(=O)[nH]c2cc(Cl)ccc12 | i | -2 | 2 | -4 | 19 | 0.2 | -4 | 1 | -4
O=C(COC(=O)C1CCN(S(=O)(=O)c2ccc3c(c2)OCCO3)CC1)NC1CCCCC1 | i | 1 | 4 | -2 | 5 | -0.2 | 2 | 1 | 4
CCOCCC(=O)Nc1cc(Cl)ccc1OC | i | 8 | -1 | -4 | -8 | 0.3 | 2 | -3 | -7
O=C(Nc1ccccc1C(=O)O)c1cc(S(=O)(=O)Nc2cccc(F)c2)ccc1Cl | i | 5 | -1 | -3 | 1 | 0.0 | -6 | -3 | 0
COc1ccc(C)cc1NC(=O)CN1C(=O)COc2ccc(C)cc21 | i | 3 | 12 | -8 | -2 | 2.0 | 8 | -3 | 1
COCCNc1nc(NCC2CCCCC2)c2sc(-c3ccccc3)cc2n1 | i | 12 | -13 | -5 | 5 | 0.5 | 1 | 3 | 1
O=C(NCc1cccnc1)Nc1ccc(F)cc1F | i | -6 | 1 | -5 | 6 | -0.6 | -5 | 5 | -9
CCc1ccc(NC(=O)Cn2ncn3c(cc4ccccc43)c2=O)cc1 | i | -9 | -1 | -7 | -8 | -0.1 | 1 | 1 | 7
O=C(NCCN1CCOCC1)c1cc2sccc2n1Cc1ccc(Cl)cc1 | i | -6 | -1 | -5 | 13 | -0.2 | 0 | 4 | 2
Cc1cccc(Cn2cnc3c(nnn3Cc3ccc(F)cc3)c2=O)c1 | i | 9 | 4 | -3 | 5 | 1.1 | 5 | -4 | 7
COC(=O)c1cc(C(=O)OC)[nH]n1 | i | -2 | 2 | 1 | 7 | 1.7 | -1 | -1 | -5
CS(=O)(=O)N1CCCC(C(=O)Nc2ccccc2Cl)C1 (configuration not stated) | i | -4 | 0 | -1 | 3 | -0.2 | -2 | -3 | -6
O=C(Nc1ccccc1F)c1coc(=O)c(Br)c1 | i | 1 | -12 | -7 | 4 | 3.2 | 4 | 4 | -2
CC1(c2nnc(-c3ccccc3)o2)CC(c2ccc([N+](=O)[O-])cc2)=NO1 (configuration not stated) | i | -6 | 7 | -2 | 0 | 0.3 | 9 | -1 | 24
CCc1ccc(NC(=O)C(=O)NNC(=O)COc2cccc(OC)c2)cc1 | i | 14 | 3 | -3 | -10 | 1.6 | -6 | 2 | -9
COCCN1Cc2cccc(C(=O)NCc3cccs3)c2C1=O | i | -7 | 4 | -3 | 10 | -1.4 | -2 | 0 | -9
CCn1c2ccccc2n2c(=O)c(=O)n(CC(=O)Nc3ccc(C(C)C)cc3)nc12 | i | -3 | 0 | -1 | -9 | -1.2 | -1 | 1 | 1
N#Cc1ccccc1NC(=O)c1cccc(COc2ccc(Cl)cc2Cl)c1 | i | -5 | -3 | -1 | -8 | -0.4 | -13 | -4 | 1
COc1ccc(/C=C/C(=O)NCC(=O)N2CCC(N(C)CCN3CCOCC3)CC2)cc1OC | i | -3 | 1 | -7 | -4 | 1.3 | -3 | 1 | -16
CC1(C)CCc2c([nH]c3ccccc3c2=O)O1 | i | -7 | x | -1 | -4 | 0.1 | -3 | -2 | -2
COc1ccc(/C=N/NC(=O)c2c([N+](=O)[O-])c(C)nn2C)cc1 | i | -5 | -6 | 0 | -1 | 1.0 | 1 | 0 | -4
Oc1ccc(C=NN=C2c3ccccc3-c3ccccc32)c(O)c1 | + | -83 | -2 | 1 | -56 | 0.5 | 21 | 0 | 27
COc1ccccc1NS(=O)(=O)c1cc(NC(=O)Nc2cccc(C)c2)ccc1N1CCCCC1 | i | -1 | 3 | -5 | 38* | 1.3 | 5 | 0 | 33
CC(=O)c1cc(C#N)c(SCC(=O)Nc2nccs2)nc1C | i | 8 | 6 | -1 | 4 | 1.5 | 3 | 4 | 4
CCCCNC(=O)C(Sc1ccccc1)c1ccccc1 (configuration not stated) | i | 0 | 2 | -3 | 3 | 0.4 | -3 | -1 | -5
O=C(COc1ccccc1)N/N=C/c1sc(=O)n(Cc2cccc(C(=O)O)c2)c1Cl | i | -3 | -4 | -3 | -90 | 2.7 | 6 | 0 | -28
COc1ccccc1N1CCN(C(=O)c2ccc(-c3ccc(Cl)cc3)o2)CC1 | i | -3 | -8 | -5 | 10 | 0.1 | -5 | 3 | 32
